Screens as filed in PubChem.
PAD4 FP inh – human PAD4 inhibitors, primary screen, biochemical, fluorescence polarization, 1536-well format | inhibition, % at 6.36 µM | recombinant PAD4, RCA probe fluorescence polarization | hit rate 0.41% among 330,000 | Protein-arginine deiminase type-4 (Homo sapiens), Q9UM07;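 active = percent inhibition above a cutoff equal to the mean of all tested compounds plus 3 SD, cut at about 15% in these data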;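 also: 0% = PAD4 with RCA probe and DMSO and 100% = probe without PAD4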
PAFAH2 inh – PAFAH2 enzyme inhibitors, primary screen, biochemical, fluorescence polarization, human. hit rate 0.99% among 340,000. inhibition, % at 3.39 µM. recombinant PAFAH2, FP-rhodamine activity probe. Platelet-activating factor acetylhydrolase 2, cytoplasmic (Homo sapiens), Q99487;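 active = inhibition above the mean over all tested compounds plus 3 SD, cut at about 30% in these data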;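 also: inhibitors block probe labeling of enzyme so polarization drops; 0% = enzyme with DMSO and 100% = wells lacking PAFAH2 protein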
ZTA DNA inh – blocks Epstein-Barr virus ZTA, an EBNA-1 counter-screen; inhibition, % at 11 µM; AID 2234; P03206; ZTA-DNA binding, fluorescence polarization; hit rate 0.15% among 320,000; in the data active = inhibition above about 33%
Target sequence (P03206 whole entry, looked up): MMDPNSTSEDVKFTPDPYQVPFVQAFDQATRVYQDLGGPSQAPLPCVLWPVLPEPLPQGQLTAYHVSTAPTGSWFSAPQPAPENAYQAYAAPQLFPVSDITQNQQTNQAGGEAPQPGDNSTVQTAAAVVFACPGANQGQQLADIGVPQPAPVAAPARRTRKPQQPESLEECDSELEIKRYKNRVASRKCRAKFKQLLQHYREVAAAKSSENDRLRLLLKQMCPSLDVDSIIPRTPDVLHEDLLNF
LYPLA2 counter – LYPLA2 inhibitors, primary screen, counter-screen for PME1 inhibitor project, biochemical, fluorescence polarization, FP-Rh probe ABPP. Acyl-protein thioesterase 2 (Homo sapiens), O95372. recombinant LYPLA2. inhibition, % at 5.9 µM. hit rate 0.38% among 320,000;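 active = inhibition above the screen-wide mean plus 3 SD, limit set per campaign, cut at about 26% in these data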;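 also: 0% = LYPLA2 with DMSO and 100% = wells lacking LYPLA2 enzyme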
PREPL inhibitor – PREPL enzyme inhibitors, primary screen, biochemical, fluorescence polarization; Prolyl endopeptidase-like (Homo sapiens), Q4J6C6; recombinant PREPL, fluorescence polarization activity-based probe; inhibition, % at 5.96 µM; hit rate 0.68% among 320,000; AID 2751, 2010; in the data active = inhibition above about 43%;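 also: 0% = enzyme with DMSO and 100% = wells lacking enzyme; many of its hits are not listed in these tables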
Target sequence (Q4J6C6 whole entry, looked up): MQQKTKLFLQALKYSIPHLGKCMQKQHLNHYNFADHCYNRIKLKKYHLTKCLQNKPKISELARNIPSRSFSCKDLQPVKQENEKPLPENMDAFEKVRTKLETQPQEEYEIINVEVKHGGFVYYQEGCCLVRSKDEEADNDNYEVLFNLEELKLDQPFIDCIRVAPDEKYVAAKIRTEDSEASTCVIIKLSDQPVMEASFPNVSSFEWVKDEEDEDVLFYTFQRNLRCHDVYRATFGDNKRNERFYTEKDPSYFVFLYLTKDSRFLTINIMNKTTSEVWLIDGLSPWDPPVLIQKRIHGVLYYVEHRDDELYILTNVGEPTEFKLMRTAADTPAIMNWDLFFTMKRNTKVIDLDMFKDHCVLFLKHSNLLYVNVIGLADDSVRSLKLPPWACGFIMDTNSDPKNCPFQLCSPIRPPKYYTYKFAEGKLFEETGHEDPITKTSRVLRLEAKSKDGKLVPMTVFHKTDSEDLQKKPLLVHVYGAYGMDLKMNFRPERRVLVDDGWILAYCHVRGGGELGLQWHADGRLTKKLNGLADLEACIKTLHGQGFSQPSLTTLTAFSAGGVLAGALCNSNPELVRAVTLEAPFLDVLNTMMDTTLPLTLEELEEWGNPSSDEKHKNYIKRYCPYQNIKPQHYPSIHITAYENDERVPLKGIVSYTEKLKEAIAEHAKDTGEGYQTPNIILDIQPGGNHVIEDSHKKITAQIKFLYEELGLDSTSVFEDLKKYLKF
PAFAH1B3 inh – PAFAH1B3 enzyme inhibitors, primary screen, biochemical, fluorescence polarization, human; Platelet-activating factor acetylhydrolase IB subunit alpha1 (Homo sapiens), Q15102; recombinant PAFAH1B3, FP-rhodamine probe; inhibition, % at 3.39 µM; hit rate 0.28% among 340,000; AID 492972, 2010;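 active = inhibition above the screen-wide average of all tested compounds plus 3 SD, cut at about 25% in these data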;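 also: 0% = enzyme with DMSO only and 100% = wells lacking PAFAH1B3 protein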
GSTO1 counter – inhibitors of recombinant GSTO1, primary screen, counter-screen for RBBP9 inhibitor project, biochemical, fluorescence polarization | Glutathione S-transferase omega-1 (Homo sapiens), P78417 | activity-based probe fluorescence polarization | inhibition, % at 5.96 µM | hit rate 1.1% among 300,000 | AID 1974, 2009;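 active = inhibition above the campaign mean inhibition plus 3 SD, cut at about 35% in these data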;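 also: 0% = GSTO1-1 with DMSO and 100% = wells lacking GSTO1-1 enzyme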
EBNA-1 inhibitor – EBNA-1 DNA-binding inhibitors, primary screen, biochemical, fluorescence polarization; hit rate 0.34% among 300,000; inhibition, % at 14.8 µM; AID 1950, 2009; in the data active = inhibition above about 28%
LYPLA1 counter – LYPLA1 inhibitors, primary screen, counter-screen for PME1 inhibitor project, biochemical, fluorescence polarization, FP-Rh probe ABPP. inhibition, % at 5.9 µM. recombinant LYPLA1. hit rate 0.16% among 320,000. Acyl-protein thioesterase 1 (Homo sapiens), O75608;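 active = inhibition above the mean of all tested compounds plus 3 SD, set per campaign, cut at about 14% in these data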;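 also: inhibitors block serine hydrolase probe labeling of LYPLA1 so polarization falls; 0% = enzyme with DMSO and 100% = wells lacking LYPLA1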
* hit, by the source's call; nt = not tested or not shown.

smiles	LYPLA1 counter	PAD4 FP inh	ZTA DNA inh	PAFAH2 inh	PAFAH1B3 inh	PREPL inhibitor	LYPLA2 counter	GSTO1 counter	EBNA-1 inhibitor
CCc1ccc(NC(=O)c2ccc3c(=O)n4c(nc3c2)CCCCC4)cc1	-2	1	-4	-4	4	5	0	-8	-8
CCOC(=O)[C@@H]1[C@H]2COc3ccccc3[C@@H]2N2C(=O)N(c3ccc(OC)cc3)C(=O)[C@]12C	-1	1	-13	0	8	-29	-2	0	13
O=CNc1ccccc1Oc1ccccc1	-3	-24	2	1	1	-13	-7	-1	0
CCCNC(=O)C1(CC2CC(c3ccccc3)=NO2)CCN(C(=O)OC(C)(C)C)CC1 (stereo not drawn)	-2	0	2	11	-4	-2	2	5	8
O=C(CN1C(=O)C2C3CC(C(Br)C3Br)C2C1=O)N1CCN(Cc2ccccc2)CC1 (stereo not drawn)	-2	-1	2	3	5	-1	2	-3	0
Cc1nonc1NC(=O)CSc1ccc(-c2ccccc2)nn1	-2	5	6	-9	-5	-7	1	-6	12
CC(=O)NNC(=S)NC(=O)c1ccc(C)cc1	-4	4	-5	-2	9	6	2	13	2
N#Cc1c(N)nc(SCC(=O)C23CC4CC(CC(C4)C2)C3)c(C#N)c1-c1ccc(Cl)cc1	-1	1	-12	3	-1	16	0	12	0
COc1cc(NC(=S)N2CCCCC2C)c(OC)cc1Cl (stereo not drawn)	-6	-1	9	0	0	14	-7	4	2
COC(CN(C)C(=O)c1cn(C)c2ccc(S(=O)(=O)N(C)C3CCCCC3)cc2c1=O)OC	1	2	-3	6	3	-1	4	4	-7
COCCNC(=O)c1ccc2c(c1)NC(=O)CS2	-4	0	-19	1	1	2	-3	-1	10
Nc1ccc(C(=O)N2CCN(S(=O)(=O)c3ccc(Br)cc3)CC2)cc1[N+](=O)[O-]	5	-1	4	3	3	10	8	-1	5
CCOc1ccccc1N1CC(C(=O)Nc2ccc3c(c2)OCCO3)CC1=O (stereo not drawn)	0	1	1	10	1	9	-4	2	-2
COc1cccc2cc(C(N)=O)/c(=N/NC(=O)COc3ccc(Cl)cc3)oc12	5	0	0	nt	nt	1	2	-4	5
CCOc1ccc(/C=N/NC(=O)Cc2csc(Nc3cccc(C(F)(F)F)c3)n2)cc1	-7	0	-3	-11	4	-9	-14	-14	1
Cc1csc(NC(=O)C2=COCCO2)n1	-3	1	-2	-1	1	0	-2	2	-7
COc1cc(/C=N/NC(=O)CNC(=O)c2ccncc2)ccc1OC(C)=O	6	4	-6	3	2	1	1	4	5
c1ccc(OCCCc2nc(-c3ccccn3)no2)cc1	-1	3	5	3	5	8	5	4	1
CC(=O)c1cccc(NC(=O)COC(=O)c2ccc3c(c2)OCCO3)c1	-3	1	25	84*	8	-6	7	0	3
O=C(c1ccncc1)N1CCN(C(=O)c2ccco2)CC1	4	-2	2	3	4	-4	2	-3	3
CCOc1ccc(C(Nc2cccnc2)c2cc(Cl)c3cccnc3c2O)cc1 (stereo not drawn)	-4	3	-1	-1	9	2	2	-48	-4
COc1ccc(/C=C2\SC(=O)N(CCNC(=O)CCS(=O)(=O)c3ccc(C)cc3)C2=O)cc1	4	-7	-9	3	6	8	0	1	-3
CC1=NNC(=O)C1CCC(=O)N/N=C/c1ccc(Cl)cc1 (stereo not drawn)	-3	0	-5	3	2	-4	-1	-6	-13
COc1ccc(OC)c(CCNC(=O)Cn2nc(C)c3c(C)n(-c4ccccc4)nc3c2=O)c1	-3	-6	-8	5	3	18	-6	4	0
CN(C)C(CNC(=O)c1cccc(S(=O)(=O)N2CC3(C)CC2CC(C)(C)C3)c1)c1ccco1 (stereo not drawn)	-3	-1	5	11	3	15	2	14	0
CC(=O)Nc1cccc(C(=O)Nc2ccccc2C(=O)O)c1	4	0	-12	-7	7	5	-2	7	1
CC(C)c1nc2oc3c(NCc4ccccn4)ncnc3c2c2c1COC(C)(C)C2	0	-4	0	-2	2	0	3	1	-3
COc1ccnc2c1c(=O)n(Cc1ccc(Cl)cc1Cl)c(=O)n2C	-4	3	5	2	6	1	-3	1	-2
CC1(C)Cc2c(cnn2-c2ccc(F)cc2)C(NC(=O)CCC(F)(F)F)C1 (stereo not drawn)	-2	1	-3	-6	7	8	-2	3	8
CCc1ccc(NC(=O)CCS(=O)(=O)c2cccc3nsnc23)cc1	0	-6	-10	-4	2	13	3	13	4
CCc1nc2ccccc2c(NC(=O)CN2CC(C)CC(C)C2)c1C (stereo not drawn)	3	3	-8	7	6	5	2	7	5
Cc1ccc(OCC(=O)N2CCCc3ccccc32)cc1	3	0	3	-3	-4	3	13	6	2
O=C(COC(=O)CCSc1ccccc1)Nc1ccccc1	nt	-2	nt	1	2	-8	nt	nt	nt
CC(OC(=O)CN1C(=O)NC2(CCCC2)C1=O)C(=O)c1ccccc1 (stereo not drawn)	0	-3	0	-2	-3	10	0	5	-5
CCCOc1ccc(C2=CC(=O)C[C@H](c3ccc(OC)cc3)C2)cc1	0	-1	-11	-1	15	-2	6	nt	nt
Cc1cc2oc(=O)cc(CN(C)Cc3ccccc3)c2cc1C(C)C	-4	5	2	4	1	27	6	0	10
COc1ccc(CNC(=O)CN2C(=O)COc3ccc(S(=O)(=O)N4CCCC4)cc32)cc1	0	0	16	-3	5	1	7	4	0
CC(Oc1ccc2c(-c3ccccc3)cc(=O)oc2c1)C(=O)NCc1ccccn1 (stereo not drawn)	4	1	2	-8	10	2	9	-4	-10
C=CCCCCCCCCC(=O)Nc1ncccn1	1	-4	-6	-3	-3	-3	-4	-2	-10
O=C(CSc1nc2cc(Cl)ccc2s1)NCC1CCCO1 (stereo not drawn)	nt	1	nt	2	5	8	nt	nt	nt
Cc1ccccc1CNC(=O)c1ccccc1N	2	3	6	-7	6	-2	-3	2	-2
CC(OC(=O)c1nn(C)c(=O)c2ccccc12)C(=O)Nc1ccc(S(N)(=O)=O)cc1 (stereo not drawn)	0	3	6	3	6	2	0	1	2
OC(c1cc(C(F)(F)F)nc2c(Cl)cc(Cl)cc12)C1CCCCN1 (stereo not drawn)	-2	-1	2	4	12	-9	6	2	2
CC(=O)Nc1ccc(S(=O)(=O)N2CCC(C(=O)c3ccc(F)cc3)CC2)cc1	-4	-2	22	-5	1	-15	7	6	15
CC1(C)Cc2nc3sc4c(=O)n(CC(N)=O)cnc4c3cc2CO1	4	6	7	-5	9	11	-2	-1	-5
Cc1ccc(S(=O)(=O)N(C)CC(=O)N2CCCc3ccccc32)cc1	3	1	4	1	0	1	-2	0	8
COC(=O)c1sc2nc(C)nc(SCC(=O)Nc3sccc3C(N)=O)c2c1C	-4	10	15	-2	-6	2	-8	nt	nt
OCCNCc1cc(Br)ccc1OCc1ccc(F)cc1	-2	0	10	-3	5	-35	-2	9	-1
NC1=NC2CS(=O)(=O)CC2S1 (stereo not drawn)	-2	3	11	-6	6	0	-3	1	-4
COc1ccc(S(=O)(=O)N(CC(=O)NN=C2CCN(C)CC2)c2ccc(C)cc2)cc1OC	1	-2	-4	-3	2	-45	5	1	-3
C=CCn1nc([N+](=O)[O-])nc1Sc1cccc2cccnc12	1	1	1	1	11	8	3	-3	1
Cc1ccc(C(C)C)c(OCCCN2CC(C)OC(C)C2)c1 (stereo not drawn)	0	-5	-6	7	5	-3	0	-4	3
CCc1ccccc1N(CC(=O)NC(C)(C)CC)C(=O)CCC(=O)Nc1nccs1	-3	0	8	1	-4	-4	-1	-2	-8
CCN=C1SC(C(=O)Nc2cccc(Br)c2)CC(=O)N1CC (stereo not drawn)	0	3	5	0	0	5	26*	1	-2
C#CCSc1nc(-c2cccs2)ccc1C#N	-2	0	9	-6	6	4	-3	2	7
Cc1ccsc1CN1CCC(C(=O)NCc2ccccc2Cl)CC1	-3	-10	-1	6	2	6	-2	2	13
CC(C)c1ccccc1NC(=O)Cn1c(/C=C/c2ccccc2)nc2ccccc21	-5	-3	-8	nt	nt	-2	-9	-11	10
N#Cc1nc(COc2ccc(F)cc2)oc1NCCCn1ccnc1	2	-3	0	6	10	11	3	-5	-6
COCc1cc(N2CCCCC2)nc(-c2ccccc2)n1	1	2	8	0	12	-2	-6	4	-2
OCCOc1nnnn1-c1ccccc1	1	-4	13	0	9	4	-2	1	-1

Further compounds follow.
smiles	LYPLA1 counter	PAD4 FP inh	ZTA DNA inh	PAFAH2 inh	PAFAH1B3 inh	PREPL inhibitor	LYPLA2 counter	GSTO1 counter	EBNA-1 inhibitor
Cc1cc(=O)[nH]c(N2CCCNCC2)n1	-1	-2	-10	2	6	-3	-1	3	-10
CCN(C[C@H]1N[C@@](Cc2ccccc2)(C(=O)OC)[C@H]2C(=O)N(Cc3ccccc3)C(=O)[C@@H]12)S(=O)(=O)c1ccc(C(F)(F)F)cc1	nt	1	nt	8	0	11	nt	nt	nt
COc1ccc(Cl)cc1NC(=O)CN(C)C(=O)Cn1[nH]c(=O)c2ccccc2c1=O	2	-7	4	-1	11	5	0	nt	nt
Cc1cc(SCc2ccc(C(F)(F)F)cc2)nc(=O)[nH]1	-2	1	8	-4	3	-4	3	-2	-11
COc1cc(C(=O)Nc2nc(-c3cccs3)cs2)cc(OC)c1OC	-30	-4	2	-12	2	8	-32	-13	3
COCCCn1cc(C(=O)c2ccccc2OCC(=O)Nc2cccc(F)c2)cc(C#N)c1=O	-5	-2	-10	-1	0	29	1	6	5
N#CCSc1nc2ccccc2c(=O)n1CCC(=O)NCCc1ccccc1	-4	-4	28	1	3	3	3	7	8
CCOc1cc(-c2cn(S(=O)(=O)c3cccc4nsnc34)nc2N)cc(OCC)c1OCC	-4	-6	6	5	6	9	0	-3	0
Cc1ccc(N2CC(C(=O)N(C)CC(=O)Nc3ccc(Cl)c(C(F)(F)F)c3)CC2=O)cc1 (stereo not drawn)	-4	-2	-11	-7	2	-34	-2	3	1
Cc1ccc(C)c(Cn2nnc3c(=O)[nH]c(C4CCN(C(=O)c5cccs5)CC4)nc32)c1	-1	1	-5	5	0	3	3	-4	5
CCN(CC)S(=O)(=O)c1ccc(C)c(NC(=O)CN2CCN(Cc3ccccc3)CC2)c1	-2	1	6	10	3	10	8	2	4
CCn1c(=O)c(C(=O)CC#N)c(N)n(Cc2ccccc2)c1=O	-3	2	5	7	-3	-1	-2	-11	1
O=C(COc1ccccc1)NNc1c2ccccc2nc2ccccc12	0	-5	8	9	0	46*	-3	7	-3
CCOc1ccc(-n2nc3cc(C)c(N)cc3n2)cc1	-4	-7	3	6	11	4	-7	-2	2
CCN(CC)S(=O)(=O)c1ccc(N2CCCC2)c(NC(=O)c2ccc([N+](=O)[O-])o2)c1	nt	-8	nt	10	5	16	nt	nt	nt

Some of the compounds tested; rates above refer to the full screens.
